HIV peptide binding: inhibitors of HIV fusion peptide binding, primary screen, biochemical, uHTS, fluorescence dequenching (AID 1986) | cell-free peptide binding, fluorescence dequenching, 30 min; higher % means a stronger effect | inhibition, % at 20 µM; hits with a dose series show IC50 in µM | 0.3% of 290,000 active; in the data active = inhibition mostly above about 52%, no sharp cut-off; inactive = mostly below about 76%; also: some results filed as inactive read as strong as hits
HEK293 NOD2/NF-kB: inhibition of NOD2-driven NF-kB reporter – cell-based, luminescence, uHTS, HEK293 (AID 1566); one-dose inhibition, % at 4 µM; EC50 in µM for titrated hits; HEK293 NOD2/NF-kB luciferase reporter, luminescence; higher % means a stronger effect; 0.63% of 290,000 active; also: many of its hits are not listed in these tables
XIAP displacement: small molecules displacing peptide from XIAP – biochemical, IAP family, fluorescence polarization (AID 1018). 0.007% of 200,000 active. displacement, % at 20 µM; hits with a dose series show IC50 in µM. XIAP BIR domain, fluorescence polarization peptide displacement; higher % means a stronger effect; in the data active = displacement above about 50%; also: a part of the inactive calls stands beside numbers as strong as those of hits
Lipid droplet: modulators of hepatic lipid droplet formation; AML12 mouse hepatocytes, oleate lipid droplets, BODIPY imaging; inhibition, % at 6.5 µM; 0.4% of 240,000 active; AID 1656;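 active = lipid droplet intensity inhibited by at least 50%, with more than 500 cells counted; inconclusive = wells with under 300 cells, treated as cytotoxic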
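Technique: fluorescence imaging, 20x objective, two fields per well / Assay system: AML12 hepatocytes (mouse) / Measure: % inhibition of lipid droplet signal / Doses: 6.5 µM single-point dosing / Incubation: overnight exposure / Reagent: 100 µM oleic acid challenge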
Dengue-2 NS5 capping: flavivirus cap methylation enzyme inhibition – biochemical, confirmation dose response, primary screen (AID 588689); 0.3% of 340,000 active; Dengue-2 NS5 methyltransferase capping enzyme assay, biochemical; higher % means a stronger effect; inhibition, % at 25 µM, or IC50 in µM where a hit was titrated; in the data active = a potency from the dose series; inconclusive = inhibition above about 29% without an active follow-up result
AID2073: disruptors of CaV2.2 binding to Mint1 – biochemical, HTRF (AID 2073) | HTRF protein-protein interaction, Mint1-CaV2.2; higher % means a stronger effect | inhibition, % at 20 µM, or IC50 in µM where a hit was titrated | 0.19% of 290,000 active; in the data active = inhibition mostly above about 51%, no sharp cut-off; inconclusive = no clear call, values can overlap the other calls; inactive = mostly below about 53%; also: some results filed as inactive read as strong as hits
LYP inhibition: inhibitors of LYP phosphatase, biochemical, fluorescence intensity, uHTS (AID 1779). 0.054% of 290,000 active. recombinant LYP phosphatase, fluorescence intensity; higher % means a stronger effect. inhibition, % at 11.5 µM; hits with a dose series show IC50 in µM;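 also: plate controls were vehicle with enzyme for no effect and no enzyme for full effect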
SIAH1 antagonists: blockers of Siah-1 interaction with plectin peptide – biochemical, fluorescence polarization, rhodamine-plectin, uHTS, primary screen (AID 1817); Siah-1 / rhodamine-plectin peptide fluorescence polarization; higher % means a stronger effect; one-dose displacement, % at 20 µM; IC50 in µM for titrated hits; 0.02% of 290,000 active;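 active = displacement of at least 50% at 20 µM, with a fluorescence ratio check between 0.3 and a set limit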;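 also: plate controls were Siah plus tracer with DMSO for no effect and tracer alone without Siah for full effect; strong numbers were not always called active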
Myeloid diff MLP: myeloid differentiation induction | ER-HoxA9 myeloid progenitors, lysozyme-GFP differentiation, flow cytometry | calls only at 10 µM | 1% of 360,000 active;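 active = normalized GFP-positive differentiation at or above the plate's own cutoff, the solvent-only control mean plus 3 SD; inconclusive = no clear call, values can overlap the other calls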;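 also: cells exposed to compound for four days before flow analysis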
Lipid droplet cells 6.5 µM: also measured in Lipid droplet; calls as there; cell count; measured here: cell count, cytotoxicity flag;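 cells counted across two imaged fields per well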
Dengue-2 NS5 capping pilot replicate: further read-out of Dengue-2 NS5 capping, marked with its call; inhibition, %; measured here: pilot screen replicate inhibition
Myeloid diff MLP GFP+ MAC1+ %: recorded beside Myeloid diff MLP, whose call it bears; GFP+ MAC1+ double positive, %; measured here: differentiation confirmed by MAC1 staining
* hit, by the source's call; i = inactive; ? = inconclusive; · = not tested or not shown. Rule as the data show it, unless noted: active = inhibition above about 50%; inactive = the rest.

SMILES	HIV peptide binding	HEK293 NOD2/NF-kB	XIAP displacement	Lipid droplet	Lipid droplet cells 6.5 µM	Dengue-2 NS5 capping	AID2073	LYP inhibition	SIAH1 antagonists	Myeloid diff MLP	Myeloid diff MLP GFP+ MAC1+ %	others
CN1C(=O)c2ccccc2Sc2ccc(C(=O)N3CCC4(CC3)OCCO4)cc21	-2.2%	21%	-4.8%	·	·	1%	-6%	-6%	4%	i	0.7
CNC(=O)c1cccn(Cc2cccc(C(F)(F)F)c2)c1=O	-1.0%	-10%	-2.7%	18	668	-5%	-4%	-2%	-1%	i	0.2
CCC1(OC(=O)c2ccccc2)CC(C)N(C)CC1C (configuration not stated)	-0.1%	3%	·	2	862	-1%	0%	-10%	14%	i	0.8
CCCCn1c(=O)c(C(=O)Nc2ccccc2F)c(O)c2ccccc21	1.5%	8%	·	1	797	-1%	8%	-8%	-1%	i	0.5
COc1ccc(OC)c(/C=N/OC(=O)Nc2ccc(Cl)cc2)c1	0.9%	4%	-3.5%	9	700	-4%	10%	-8%	-2%	i	0.3
CN(C(=O)CNC(=O)OCc1ccccc1)c1ccc(Br)cc1C(=O)c1ccccc1Cl	0.0%	-8%	3.0%	-99	428	-3%	4%	4%	-2%	·	·
Cc1ccc(CN2CCCC(C(=O)c3ccc4c(c3)OCO4)C2)cc1C (configuration not stated)	-0.3%	-17%	·	7	716	-2%	?	-3%	-3%	i	0.2
CCOC(=O)c1c(C)n(CCN2CCN(C)CC2)c2ccc(OC)cc12	31%	21%	-1.0%	·	·	2%	2%	-9%	10%	i	0.4
Cc1cc(OC(C)C(=O)NCC(O)c2ccccc2)c2c3c(c(=O)oc2c1)CCCC3 (configuration not stated)	2.1%	0%	·	-20	657	-6%	15%	-4%	6%	i	1.1
C=CCOC(=O)C1=C(C)OC(N)=C(C#N)C12C(=O)N(CN1CCOCC1)c1ccccc12 (configuration not stated)	6.0%	7%	-2.3%	·	·	-11%	-1%	-3%	-2%	i	0.8
Cc1c2cnn(CC(=O)N3CCC4(CC3)OCCO4)c(=O)c2c(C)n1Cc1ccccc1Cl	-0.6%	22%	·	-3	648	-9%	-6%	-6%	1%	i	0.0
O=C(/C=C/c1ccccc1)NCCc1cnc[nH]1	-0.5%	8%	-13%	15	656	-4%	20%	-4%	-2%	i	3.2
O=C1NC(=O)N(c2ccc3c(c2)OCO3)C(=O)/C1=C/c1ccc(N2CCCCC2)o1	0.8%	3%	-0.4%	·	·	-51%	-10%	1%	4%	i	0.7
COC1=CC=C2[C@H]3Cc4ccc(OC)c5c4[C@@]2(CCN3C)[C@H]1O5	-0.2%	2%	·	10	830	4%	11%	-4%	-4%	i	0.4
COc1c2c(cc3c1OCO3)CC[N+](C)=C2	-2.0%	-11%	0.1%	-1	687	1%	-17%	0%	-6%	i	2.1

3 records picked at random from the list so far, as already listed:
SMILES	HIV peptide binding	HEK293 NOD2/NF-kB	XIAP displacement	Lipid droplet	Lipid droplet cells 6.5 µM	Dengue-2 NS5 capping	AID2073	LYP inhibition	SIAH1 antagonists	Myeloid diff MLP	Myeloid diff MLP GFP+ MAC1+ %	others
CN1C(=O)c2ccccc2Sc2ccc(C(=O)N3CCC4(CC3)OCCO4)cc21	-2.2%	21%	-4.8%	·	·	1%	-6%	-6%	4%	i	0.7
Cc1ccc(CN2CCCC(C(=O)c3ccc4c(c3)OCO4)C2)cc1C (configuration not stated)	-0.3%	-17%	·	7	716	-2%	?	-3%	-3%	i	0.2
O=C1NC(=O)N(c2ccc3c(c2)OCO3)C(=O)/C1=C/c1ccc(N2CCCCC2)o1	0.8%	3%	-0.4%	·	·	-51%	-10%	1%	4%	i	0.7

Returning to the listing with the 6 entries that preceded the break.
SMILES	HIV peptide binding	HEK293 NOD2/NF-kB	XIAP displacement	Lipid droplet	Lipid droplet cells 6.5 µM	Dengue-2 NS5 capping	AID2073	LYP inhibition	SIAH1 antagonists	Myeloid diff MLP	Myeloid diff MLP GFP+ MAC1+ %	others
C=CCOC(=O)C1=C(C)OC(N)=C(C#N)C12C(=O)N(CN1CCOCC1)c1ccccc12 (configuration not stated)	6.0%	7%	-2.3%	·	·	-11%	-1%	-3%	-2%	i	0.8
Cc1c2cnn(CC(=O)N3CCC4(CC3)OCCO4)c(=O)c2c(C)n1Cc1ccccc1Cl	-0.6%	22%	·	-3	648	-9%	-6%	-6%	1%	i	0.0
O=C(/C=C/c1ccccc1)NCCc1cnc[nH]1	-0.5%	8%	-13%	15	656	-4%	20%	-4%	-2%	i	3.2
O=C1NC(=O)N(c2ccc3c(c2)OCO3)C(=O)/C1=C/c1ccc(N2CCCCC2)o1	0.8%	3%	-0.4%	·	·	-51%	-10%	1%	4%	i	0.7
COC1=CC=C2[C@H]3Cc4ccc(OC)c5c4[C@@]2(CCN3C)[C@H]1O5	-0.2%	2%	·	10	830	4%	11%	-4%	-4%	i	0.4
COc1c2c(cc3c1OCO3)CC[N+](C)=C2	-2.0%	-11%	0.1%	-1	687	1%	-17%	0%	-6%	i	2.1
COc1ccc(S(=O)(=O)NCc2ccc(C(=O)N3CCC4(CC3)OCCO4)cc2)cc1	3.5%	-8%	-4.9%	·	·	-10%	4%	-3%	3%	i	4.2
Oc1ccc(CC2(N3CCCC3)CCCCC2)cc1	0.6%	12%	·	0	804	·	-2%	-4%	10%	i	0.3
COc1ccc(OC)c(N2C(=O)NC(=O)/C(=C\c3ccc([N+](=O)[O-])s3)C2=O)c1	54%	17%	1.0%	3	691	40µM*	42%	6%	-1%	i	0.3
CCCCn1c(O)c(C(CC)=Nc2ccc(OC)cc2OC)c(=O)[nH]c1=O	-1.8%	0%	-1.8%	·	·	-3%	-13%	2%	3%	i	1.2
O=C1NC(=O)N(c2cccc(F)c2)C(=O)/C1=C/c1ccc(N2CCOCC2)cc1	11%	0%	·	-2	743	-12%	18%	-2%	-2%	i	0.7
COc1cc(C=C2C(=O)NC(=O)NC2=O)cc(OC)c1OC	1.9%	10%	·	-1	730	13%	19%	3%	-1%	i	0.4
O=C(Cn1cnc2ccccc2c1=O)NCCC(=O)N1CCC2(CC1)OCCO2	-4.4%	7%	-6.7%	·	·	-4%	8%	-8%	-3%	i	0.4
Cc1ccc(-n2c(O)c(C=NCc3ccco3)c(=O)[nH]c2=S)cc1C	28%	-11%	·	-18	719	-29%	-20%	-5%	5%	i	0.7
CC(=NCc1ccc2c(c1)OCO2)c1c(O)n(-c2ccccc2)c(=O)[nH]c1=O	-1.7%	-19%	·	-6	697	2%	-2%	-6%	-1%	i	0.7
CC1CC2(O)c3nonc3CCC2N1O (configuration not stated)	-1.6%	13%	-7.1%	3	787	-3%	-6%	-3%	0%	i	0.7
CN(CCc1nnc(N)s1)[N+](=O)[O-]	0.2%	4%	-2.4%	-7	632	-2%	1%	0%	1%	i	1.4
Cc1cc(C)n2c(Br)c(CN3CC4CC(C3)c3cccc(=O)n3C4)nc2n1 (configuration not stated)	-0.1%	8%	-6.6%	0	762	-5%	-7%	-8%	2%	i	2.7
NNP(=O)(CC(=O)c1ccccc1)c1ccccc1 (configuration not stated)	-0.9%	-4%	·	-6	679	·	0%	-7%	-6%	i	0.6
CCCCCn1c(=O)c(C(=O)NC(C)c2ccccc2)c(O)c2ccccc21 (configuration not stated)	3.4%	1%	·	-7	714	0%	6%	-6%	-10%	i	1.0	Dengue-2 NS5 capping pilot replicate=1.2
FC(F)(F)c1ccc(CN2CCNCC2)cc1	1.5%	-14%	-3.8%	9	685	3%	5%	-6%	2%	i	0.2
Cc1ccc(CN2CCCN(Cc3ccccc3C)S2(=O)=O)cc1	-0.9%	5%	·	-8	773	-1%	14%	-5%	4%	i	1.5
COc1ccc(OC)c(C2=NOC(C(=O)N3CCC4(CC3)OCCO4)C2)c1 (configuration not stated)	1.3%	-29%	-3.2%	1	688	-8%	-4%	4%	5%	i	7.4
C[N+]12CCC(CC1)C(C(O)(c1cccc(Cl)c1)c1cccc(Cl)c1)C2 (configuration not stated)	-1.6%	0%	·	-1	724	-3%	-26%	-4%	-4%	i	0.6
Cc1ccc(N2C(=O)/C(=C/c3ccc(CN(CCC#N)S(C)(=O)=O)o3)C(=O)NC2=S)cc1C	22µM*	16%	-7.9%	·	·	·	-17%	9%	1%	·	·
CCCCCSc1cc(OC)c(CCNC)cc1OC	0.3%	2%	-4.1%	16	747	3%	-11%	-3%	-3%	i	1.8
Cc1c(CC(=O)N2C[C@H]3C[C@@H](C2)c2cccc(=O)n2C3)c(=O)oc2c(C)c(O)ccc12	-1.3%	10%	·	2	803	1%	?	-14%	21%	i	3.2
Cc1cccc(-n2c(O)c(C=Nc3ccc(S(N)(=O)=O)cc3)c(=O)[nH]c2=O)c1	112%	7%	-1.4%	4	704	·	2%	10%	-6%	i	0.4
O=C1CC(=O)N(Cc2ccccc2)C(=O)N1CCCCCCN1C(=O)CC(=O)N(Cc2ccccc2)C1=O	68%	-5%	·	1	674	·	15%	-6%	1%	i	0.5
Cc1cc(/C=C2/C(=O)NC(=O)N(Cc3ccco3)C2=O)c(C)n1-c1ccc(C(=O)O)cc1	44%	11%	-7.1%	3	662	4%	32%	-2%	1%	i	0.3
CC(Cc1ccccc1)NC(=O)CN1CCCC1=O (configuration not stated)	-0.2%	1%	0.9%	6	737	-7%	2%	-7%	-5%	i	0.2
O=[N+]([O-])c1ccc(CNCCc2ccccc2)cc1	-0.5%	-9%	·	-12	762	-3%	8%	-9%	5%	i	0.3
CN(C)C(=O)Oc1ccc(Br)c2ccccc12	0.0%	21%	-6.7%	-1	698	-8%	16%	1%	1%	i	0.1
COc1cc(C(=O)NC(=S)N2C[C@H]3C[C@H](C2)c2cccc(=O)n2C3)cc(OC)c1OC	-1.3%	13%	·	·	·	-4%	-27%	-8%	0%	i	1.7
CCOc1cccc(N2C(=O)CC(=O)NC2=O)c1	20%	8%	-4.6%	2	737	-15%	-4%	-5%	2%	i	0.2
Cc1nc2ncnn2c(C)c1CCC(=O)N1CCC2(CC1)OCCO2	-0.5%	7%	-8.8%	·	·	3%	2%	-10%	-4%	i	0.8	Dengue-2 NS5 capping pilot replicate=-0.2
O=c1[nH]c(=O)n(Cc2ccco2)c(O)c1C=NCc1ccco1	-2.5%	-1%	1.1%	·	·	1%	8%	-7%	-5%	i	6.6

Assay outcomes (PubChem BioAssay)

This is a subset; the hit share may differ from the screen's.
